GRIN3A LBD mod: modulators (binders) of human NR3A ligand-binding domain | NR3A LBD differential scanning fluorimetry, Tm shift; 0% = protein alone, 100% = glycine-bound protein | Tm shift relative to glycine control, % at 25 µM | actives 2.5% (n = 340,000) | AID 1259313;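 active = melting temperature shift of at least 10% of the positive control shift, at one fixed dose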
PfG6PD inh: PfG6PD (Plasmodium falciparum) enzyme inhibition | actives 0.78% (n = 350,000) | inhibition, % at 20 µM | PfGluPho enzyme, NADPH resazurin-diaphorase fluorescence | AID 504690;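 active = inhibition reaching at least a set limit at 20 µM in the primary screen, cut at about 59% in these data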;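 also: 0% = DMSO wells with substrate and 100% = DMSO wells lacking glucose-6-phosphate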
HKDC1 inhibitor: HKDC1 (human) hexokinase inhibition; Q2TB90; recombinant HKDC1, G6PDH/diaphorase resazurin coupled fluorescence; inhibition, % at 20 µM; actives 0.16% (n = 340,000);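 active = inhibition above about 35% when tested at 20 µM, limit read from the data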;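 also: plate controls were DMSO wells with enzyme for no effect and DMSO wells lacking enzyme for full effect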
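Incubation: 90 min at room temperature in dark / Material: recombinant HKDC1 (HK5) hexokinase enzyme, produced in-house / Quantity: enzyme 5 µg/mL final / Compound: one dose of 20 µM, 1% DMSO / Reagent: glucose and ATP substrates / Buffer or medium: Tris pH 8.0 buffer with MgCl2, Tween-20, BSA, BME / Technique: resorufin fluorescence at 613 nm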
SENP7 block: blocks the human protease SENP7; Q9BQF6; recombinant SENP7, Z-RLRGG-aminoluciferin luminescence, 40 min; inhibition, % at 5 µM; actives 1.5% (n = 330,000); AID 434973;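 active = inhibition above about 50% at the single test dose, limit read from the data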;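 also: plate controls were DMSO with enzyme for no effect and no enzyme buffer wells for full effect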
Target sequence (Q9BQF6 706-1050 limits assumed): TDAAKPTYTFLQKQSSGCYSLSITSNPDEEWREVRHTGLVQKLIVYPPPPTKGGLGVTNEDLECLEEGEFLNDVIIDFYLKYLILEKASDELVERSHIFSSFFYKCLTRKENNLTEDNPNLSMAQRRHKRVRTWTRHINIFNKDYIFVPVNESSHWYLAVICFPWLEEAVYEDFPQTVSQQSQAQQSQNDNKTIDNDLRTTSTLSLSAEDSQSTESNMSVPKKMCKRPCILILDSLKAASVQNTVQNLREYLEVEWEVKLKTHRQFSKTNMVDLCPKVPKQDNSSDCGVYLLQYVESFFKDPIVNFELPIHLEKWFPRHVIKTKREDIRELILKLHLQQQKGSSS
SENP6 block: SENP6 protease inhibition | Recombinant SENP6 catalytic domain, aminoluciferin luminescence | inhibition, % at 10 µM | actives 1.8% (n = 330,000);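 active = inhibition above about 50% at the single tested dose, limit read from the data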;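 also: plate controls were DMSO wells with enzyme for no effect and DMSO wells lacking enzyme for full effect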
Target sequence (Q9GZR1 628-1112 limits assumed): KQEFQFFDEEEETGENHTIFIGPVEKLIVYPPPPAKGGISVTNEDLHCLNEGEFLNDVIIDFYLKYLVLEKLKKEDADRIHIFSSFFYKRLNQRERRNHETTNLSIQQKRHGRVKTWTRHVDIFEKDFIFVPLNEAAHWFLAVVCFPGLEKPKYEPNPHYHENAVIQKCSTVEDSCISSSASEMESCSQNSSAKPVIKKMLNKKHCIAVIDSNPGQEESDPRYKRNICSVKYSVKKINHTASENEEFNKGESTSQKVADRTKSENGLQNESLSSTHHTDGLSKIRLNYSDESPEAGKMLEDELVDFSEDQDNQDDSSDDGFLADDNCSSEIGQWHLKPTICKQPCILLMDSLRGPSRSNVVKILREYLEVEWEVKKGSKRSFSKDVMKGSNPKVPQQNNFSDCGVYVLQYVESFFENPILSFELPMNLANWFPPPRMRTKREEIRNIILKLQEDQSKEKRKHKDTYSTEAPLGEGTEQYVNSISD
SENP8 inh: SENP8 (human) protease inhibition; recombinant SENP8, Nedd8 substrate fluorescence; inhibition, % at 20 µM; actives 0.64% (n = 360,000); AID 602440; in the data active = inhibition mostly above about 40%, no sharp cut-off; inactive = mostly below about 27%
Target sequence (Q96LD8 whole entry, looked up): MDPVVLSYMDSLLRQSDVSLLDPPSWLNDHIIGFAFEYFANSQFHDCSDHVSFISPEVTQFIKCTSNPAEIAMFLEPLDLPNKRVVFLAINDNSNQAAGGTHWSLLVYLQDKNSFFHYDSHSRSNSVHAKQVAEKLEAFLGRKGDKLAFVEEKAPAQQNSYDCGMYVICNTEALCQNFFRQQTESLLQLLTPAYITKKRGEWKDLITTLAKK
MPTP inh: permeability transition pore inhibition; isolated mouse mitochondria, Ca2+ swelling absorbance, 30 min; AID 602449; actives 1.4% (n = 360,000); inhibition, % at 10 µM;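 active = inhibition of 50% or more, scaled per plate between neutral and stimulator controls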;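 also: 0% = DMSO wells given calcium and 100% = 1 mM EGTA wells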
ATG4B inh: ATG4B (human) cysteine protease inhibition | Q9Y4P1 | ATG4B cleavage of LC3-PLA2, NBD-HPC fluorescence, 1 h | inhibition, % at 8.33 µM | actives 0.51% (n = 340,000); in the data active = inhibition above about 40%
An asterisk follows results filed as active; . = not tested or not shown.

SMILES	GRIN3A LBD mod	PfG6PD inh	HKDC1 inhibitor	SENP7 block	SENP6 block	SENP8 inh	MPTP inh	ATG4B inh
Nc1c(C(=O)NCc2ccco2)c2nc3ccccc3nc2n1CCc1ccccc1	3	22	14	.	.	-401	2.5	-8
Cc1ccc(NC(=O)CO/N=C(\N)c2ccccc2)cc1C	-5	-18	2	10	5	1	-2.2	-2
Cc1csc(NC(=O)Cc2nn(C)c(=O)c3ccccc23)n1	1	-2	0	14	-11	17	1.3	-3
O=C(Cc1ccccc1)c1c[nH]c(C(=O)C(Cl)(Cl)Cl)c1	1	-5	31	6	9	15	1.2	-11
CCCc1nc(SCC(=O)NNC(=O)c2ccc(OC)cc2)c2ccccc2n1	-17	8	-20	0	2	4	-0.2	-4
CC1CCN(Cc2ccc(-c3nn[nH]n3)cc2)CC1	2	-5	2	-9	-14	-26	-7.4	5
Cc1ccc(SCCN2CCC(C(C)(C)C)CCC2=O)cc1 (stereo unspecified)	1	1	-3	-14	-27	9	0.0	12
Cc1ccc(NC(=O)CCc2c(C)[nH]c(=O)c(C#N)c2C)cc1	0	6	-5	-4	-28	-62	0.1	0
Cc1ccn(CCC(=O)O)n1	1	15	-10	5	-11	10	-0.1	7
CC(CCc1ccccc1)NC(=O)CN(C)Cc1ccc(F)cc1 (stereo unspecified)	1	6	7	7	20	20	-0.5	-10
COCCOC(=O)c1cc(C(=O)c2cc(Cl)ccc2O)coc1=N	-1	-11	-6	4	11	-179	-0.7	-2
Cc1ccc2c(N)c(C(=O)N(c3ccccc3)c3ccccc3)sc2n1	-7	1	2	0	3	-117	1.2	8
O=C(CCNC(=O)c1ccccc1)Nc1cccnc1	0	-4	-5	3	5	10	-0.7	-2
CN(C)CCNc1ccc2nnn3c4ccc(O)cc4c(=O)c1c23	1	47	15	.	.	-77	-0.5	-11
COc1cccc(C(=O)Cn2c(=O)n(CCC(=O)NCC3CCCO3)c(=O)c3cc(OC)c(OC)cc32)c1 (stereo unspecified)	0	2	-5	-3	-13	28	1.4	-2
COC(=O)C(CC(C)C)NC(=O)C(N)Cc1ccccc1 (stereo unspecified)	1	1	-2	9	-4	17	-1.0	-17
CC(C)N(C)S(=O)(=O)c1ccc(NC(=O)C2=COCCO2)cc1	-1	0	-5	1	-2	1	-1.1	-20
O=C(COc1ccc(S(=O)(=O)NC2CCCCC2)cc1Cl)NCC1CCCO1 (stereo unspecified)	-2	11	-3	-8	-4	26	-7.5	5
S=c1[nH]ncn1/N=C/c1cccc(Oc2ccccc2)c1	3	21	-3	-8	-16	9	0.6	-7
CC(=O)Nc1ccc(NC(=O)[C@@H](NC(=O)c2cccc(C)c2)C(C)C)cc1	0	-8	-7	-9	-23	10	-1.7	1
Cc1onc(-c2c(F)cccc2Cl)c1C(=O)OCc1nnc(-c2ccccc2)o1	3	10	-2	-1	-12	14	0.3	6
COC(=O)c1ccc(CSc2nnc(CS(=O)Cc3ccc(Br)cc3)n2-c2ccccc2)cc1 (stereo unspecified)	1	3	-6	0	-36	-3	1.5	-6
CN1C(=O)Cc2cc(S(=O)(=O)N3CCN(c4ccccc4F)CC3)ccc21	-3	5	-3	-6	-18	18	-1.3	1
CCCCCN(C(=O)CCC(=O)OCc1ccccc1F)c1c(N)n(CCCC)c(=O)[nH]c1=O	0	-10	-3	11	-15	3	-0.8	-7
COc1cc(C2c3c(oc4ccccc4c3=O)C(=O)N2c2ccc(C)cn2)ccc1O (stereo unspecified)	-4	19	-4	-9	2	19	-0.5	-4
(list continues)
SMILES	GRIN3A LBD mod	PfG6PD inh	HKDC1 inhibitor	SENP7 block	SENP6 block	SENP8 inh	MPTP inh	ATG4B inh
Nc1cc(OC(=O)c2ccccc2Br)nn1S(=O)(=O)c1ccccc1	-10	-5	10	-7	-17	30	-2.2	-3
CN(C)CCN1C(=O)C2C3C=CC(C3)C2C1=O (stereo unspecified)	0	-4	-9	-11	-5	17	0.3	-10
CCOC(=O)C(NC(=O)Nc1ncccn1)(Oc1ccccc1)C(F)(F)F (stereo unspecified)	0	-30	2	1	-5	14	-2.3	3
O=C(NCCc1ccncc1)Nc1ccc(Cl)cc1	-4	-6	-6	-7	7	17	0.3	-4
Cc1ccc(C(=O)C[n+]2cccc3ccccc32)cc1	0	-6	-6	-1	-10	-71	-0.6	-1
CSc1nc(N)nc(N(C)C)n1	1	-6	-7	-11	-8	21	0.9	5
O=C(NC(=S)N(Cc1ccccc1)c1ccccn1)C1CCCCC1	4	32	-4	4	-15	6	0.2	-6
COC(=O)C(C(=O)OC)C(C(=O)OC)C(C(=O)OC)C(=O)OC	0	11	-5	-2	-15	10	-1.6	-7
CN(CCS(=O)(=O)c1ccc(Cl)cc1)Cc1cccnc1	0	0	-4	1	-17	14	1.3	-6
COc1cc(/C=N/NC(=O)c2ccc([N+](=O)[O-])cc2Cl)cc(Br)c1O	-2	15	-5	-7	-8	15	1.1	-8
Cc1ccc(C)c(S(=O)(=O)n2cnc3ccccc32)c1	-8	-25	-5	-10	-34	5	-3.1	-2
O=C(COC(=O)COc1ccccc1)Nc1ccccc1OC(F)F	0	8	-5	5	-2	11	-3.1	-14
CC(C)(C)C(=O)NC(NC(=O)C(C)(C)C)c1ccc([N+](=O)[O-])cc1	-3	-1	12	0	6	6	2.3	4
Cc1cc(C)c2nc(N3CCC(C(=O)NCCCN4CCCC4=O)CC3)sc2c1	5	-4	-1	-3	4	4	-1.5	-6
CCOC(=O)Cn1nc(C)n(-c2ccc(C(C)(C)C)cc2)c1=O	-2	-10	-7	-6	-5	18	-0.2	-1
Cn1cc(S(=O)(=O)N2CCCC2)cc1C(=O)NCCc1ccccc1	5	-5	0	6	-2	6	-0.1	-10
COc1ccc2ccccc2c1CNCCN1CCOCC1	0	11	7	0	13	1	-1.4	-7
O=C(Nc1ccc(N2CCOCC2)nc1N1CCOCC1)c1cccc(C(F)(F)F)c1	2	28	7	-5	5	15	2.5	-12
Cc1ccc(C(C)(C)NC(=O)C2CCC(=O)N(C3CCCCCC3)C2)cc1 (stereo unspecified)	1	-6	2	-3	4	12	0.6	-6
COc1ccc(NC(=O)CCNS(=O)(=O)c2ccc3c(c2)CC(C)N3C(=O)C2CC2)cc1 (stereo unspecified)	-1	5	0	2	7	8	-2.2	-7
CCc1nnc(NC(=O)Cc2cc(OC)c(OC)c(OC)c2)s1	0	-9	3	8	12	4	0.0	-2
Cc1cc(Cn2nc(-c3ccccc3)cc2C(=O)NCc2cccc(C(F)(F)F)c2)on1	6	4	4	-3	-10	5	63*	29
CCOC(=O)C1CCCN(Cc2nc(C3CC3)no2)C1 (stereo unspecified)	-2	-12	-5	11	4	8	2.1	7
COc1ccc2c(c1)c(C(=O)OCCN(C)C)c(C)n2C	0	10	3	4	4	30	1.7	-9
Cn1c(=O)c2c(-c3ccccc3)n(CCCN3CCOCC3)cc2n(C)c1=O	1	-17	-3	-1	-18	-200	-1.4	-13
Remaining list, next part.
SMILES	GRIN3A LBD mod	PfG6PD inh	HKDC1 inhibitor	SENP7 block	SENP6 block	SENP8 inh	MPTP inh	ATG4B inh
CC(C)(CN1CCN(Cc2ccccc2)CC1)NS(=O)(=O)c1ccc(Cl)cc1	2	-9	17	-1	-22	23	2.4	2
CC(C)N1CCC(N2CCN(Cc3cc(F)ccc3-n3cccn3)CC2CCO)CC1 (stereo unspecified)	-1	-12	-6	-8	-13	12	0.4	15
O=c1c(Cl)c(NCc2ccc(F)cc2Cl)cnn1C12CC3CC(CC(C3)C1)C2	-7	-5	5	-1	-2	2	3.0	4
O=C(N/C(=C/c1cccs1)C(=O)N1CCCC1)c1ccccc1	-1	11	2	2	-12	18	-0.9	1
CC1CN(C(=O)CSc2nnc(NC(=O)NC(C)(C)C)s2)CC(C)O1 (stereo unspecified)	-1	3	-3	-5	4	2	0.3	2
CCOC(=O)C1=C(C)Nc2nc(SCC)[nH]c(=O)c2C1c1ccncc1 (stereo unspecified)	-3	-29	5	6	2	-66	-0.8	1
CCOC(=O)C1C(=O)OC2(CCCCC2)C1C(=O)OCC (stereo unspecified)	1	-9	-6	-3	2	-21	0.3	2
O=c1[nH]c(=O)n(C2CC(O)C(CO)O2)cc1Br (stereo unspecified)	0	34	-3	.	.	19	-0.1	5
COc1cc2nc(CN(C)Cc3ccc(SC)cc3)[nH]c(=O)c2cc1OC	-1	6	0	-1	-35	25	5.6	2
CC(C)CN(CCNC(=O)CN1C(=O)COc2ccc(S(=O)(=O)N3CCOCC3)cc21)CC(C)C	2	3	-4	-2	-11	3	-0.4	2
COc1ccccc1CN1CC(C(=O)N(C)CCOc2ccccc2)CCC1=O (stereo unspecified)	1	12	1	-11	-15	0	0.1	-8
O=C1NC(=S)N/C1=C/c1cccnc1	0	0	-8	8	-20	8	0.1	3
Cc1cc(NC(=O)CN2C(=O)NC(Cc3ccccc3)C2=O)no1 (stereo unspecified)	0	-26	-7	5	-5	12	-6.0	3
COc1ccc(CN(C(=O)/C=C/c2ccco2)C2CCS(=O)(=O)C2)cc1 (stereo unspecified)	1	25	1	-2	2	-4	2.1	-7
Fc1ccccc1OCCSc1nc2ccccc2o1	0	-6	8	-16	-19	17	2.5	15
COc1cc(N)c2ncccc2c1Cl	8	60*	12	.	.	-121	0.2	-2
Cc1cc(NCCCn2ccnc2)n2nc(C)c(-c3ccc(Cl)cc3)c2n1	-8	16	-2	-2	-9	-329	-0.5	-12
O=C(NCC1CCCO1)Nc1cc(Cl)cc(Cl)c1 (stereo unspecified)	0	-11	-5	-7	-8	-2	82*	7
Cc1ccc2c(c1)C1CN(C)CCC1N2C(=S)Nc1ccc(OC(F)F)cc1 (stereo unspecified)	-7	11	-5	-2	3	23	4.4	-9
COc1ccc(OCc2cc(C(=O)N(C)Cc3nccn3C)no2)c2ccccc12	-4	6	17	1	-9	-6	-0.3	18
COc1cccc(-c2c3c([nH]c(=O)c2C#N)CCc2cc(OC)ccc2-3)c1	1	-23	-1	-8	-7	.	.	-2
CCC1CCCCN1C(=O)COC(=O)COc1ccc(Br)cc1 (stereo unspecified)	-3	4	-7	-8	-2	5	1.1	1
COc1ccc(NC(=O)NCc2ccccn2)cc1OC	1	-2	-2	2	0	6	2.8	-2
COC(=O)c1c(S(N)(=O)=O)c2ccccc2n1C	-1	-10	-3	-9	-5	-127	-0.2	-7
CC(=O)C1=C(C)NC(SCC(=O)c2cc(Cl)ccc2Cl)=C(C#N)C1c1ccco1 (stereo unspecified)	-25	15	4	-5	-5	1	4.2	3
C=C1CCN([C@@H](Cc2ccccc2)C(=O)Nc2ccc(OC)cc2)S(=O)(=O)c2ccccc21	-14	24	0	-2	-8	8	1.5	-13
COCCNC(=O)/C(C#N)=C/c1cccc(/C=C(\C#N)C(=O)NCCOC)c1	1	11	-2	.	.	9	-17	-3
CC(C)(C)NC(=O)COc1coc(CN2CCN(Cc3ccccc3)CC2)cc1=O	-2	-15	-3	-9	-3	12	-0.2	4
O=C(COC(=O)c1cccnc1Cl)Nc1ncc(Cl)cc1Cl	-1	-6	-5	-11	-8	10	0.0	-4
CCCc1nccn1S(=O)(=O)c1cc(OC)ccc1OC	-1	-12	-5	5	-18	16	1.3	3

Ordered by the number under MPTP inh (rising): 3 of the compounds above
| Structure | MPTP inh |
| --- | --- |
| COCCNC(=O)/C(C#N)=C/c1cccc(/C=C(\C#N)C(=O)NCCOC)c1 | -17 |
| CCOC(=O)C1=C(C)Nc2nc(SCC)[nH]c(=O)c2C1c1ccncc1 (stereo unspecified) | -0.8 |
| O=C1NC(=S)N/C1=C/c1cccnc1 | 0.1 |

2 entries from above, field by field.
SMILES: COc1cccc(-c2c3c([nH]c(=O)c2C#N)CCc2cc(OC)ccc2-3)c1
  GRIN3A LBD mod = 1	PfG6PD inh = -23	HKDC1 inhibitor = -1	SENP7 block = -8	SENP6 block = -7	SENP8 inh = .	MPTP inh = .	ATG4B inh = -2

SMILES: CCC1CCCCN1C(=O)COC(=O)COc1ccc(Br)cc1 (stereo unspecified)
  GRIN3A LBD mod = -3	PfG6PD inh = 4	HKDC1 inhibitor = -7	SENP7 block = -8	SENP6 block = -2	SENP8 inh = 5	MPTP inh = 1.1	ATG4B inh = 1

Source: PubChem (Sanford-Burnham Center for Chemical Genomics)
